From PubChem
NPYLR7 ag: mosquito NPYLR7 agonism. HEK293T NPYLR7/Galpha15, GCaMP6s calcium fluorescence. activation, % at 10 µM. actives 0.15% (n = 270,000); in the data active = activation above about 40%;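 note: 0% = vehicle and 100% = reference agonist at the receptor; some compounds past the cut are filed as inactive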
hcGAS lum: human cGAS inhibition. Q8N884. recombinant h-cGAS, ATP depletion, Kinase-Glo luminescence. inhibition, % at 12.5 µM. actives 0.081% (n = 290,000);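 note: 0% = vehicle reaction and 100% = reaction without DNA for no activity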
Target sequence (Q8N884 whole entry, looked up): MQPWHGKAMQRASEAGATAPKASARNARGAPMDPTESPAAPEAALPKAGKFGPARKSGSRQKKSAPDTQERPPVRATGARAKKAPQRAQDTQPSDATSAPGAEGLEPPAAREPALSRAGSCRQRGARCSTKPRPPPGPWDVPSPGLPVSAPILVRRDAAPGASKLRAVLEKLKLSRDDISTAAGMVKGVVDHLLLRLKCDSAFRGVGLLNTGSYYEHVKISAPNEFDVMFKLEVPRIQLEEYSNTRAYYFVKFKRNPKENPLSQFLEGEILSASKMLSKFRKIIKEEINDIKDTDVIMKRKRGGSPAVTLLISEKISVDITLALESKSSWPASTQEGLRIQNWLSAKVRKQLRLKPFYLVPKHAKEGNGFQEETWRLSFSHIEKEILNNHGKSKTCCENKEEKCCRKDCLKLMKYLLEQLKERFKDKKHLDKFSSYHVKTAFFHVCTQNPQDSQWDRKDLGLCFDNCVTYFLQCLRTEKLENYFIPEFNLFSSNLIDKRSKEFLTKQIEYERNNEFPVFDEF
mcGAS inh: blocks mouse cGAS activity; actives 0.15% (n = 160,000); inhibition, % at 12.5 µM; Q8C6L5; AID 1259399; recombinant cGAS, Kinase-Glo ATP depletion luminescence;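 note: 0% = negative control wells and 100% = reference inhibitor with no enzyme activity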
Active calls of the source: *; / = no result given; & = joins results of further samples. Cut-off read from the data, not from the text of the source, unless noted: active = inhibition above about 40%; inactive = the rest. Compounds were not picked by outcome. About 0.27% of those tested had a hit in this group.

1	Cn1cccc1C(=O)CC#N
  NPYLR7 ag: 0; hcGAS lum: -5; mcGAS inh: /

2	CN(C)c1nc2cc3c(cc2nc1NS(=O)(=O)c1ccccc1)OCCO3
  NPYLR7 ag: 11; hcGAS lum: -1; mcGAS inh: /

3	CCCCC(=O)N1CCCCC(NC(=O)c2cc(C)n(CC)c2C)C1 (centres undefined)
  NPYLR7 ag: /; hcGAS lum: -12; mcGAS inh: -6

4	O=C(c1cccc(NCc2c(F)cccc2Cl)c1)N1CCOCC1
  NPYLR7 ag: 1; hcGAS lum: -17; mcGAS inh: /

5	COc1ccc(/C=N\N2C(=O)C3C4C=CC(CC4)C3C2=O)cc1OC (centres undefined)
  NPYLR7 ag: -3; hcGAS lum: -2; mcGAS inh: -8

6	CC1(C)C(=O)NCCN1S(=O)(=O)c1ccc(C(F)(F)F)cc1
  NPYLR7 ag: 13; hcGAS lum: -11; mcGAS inh: /

7	Cc1ccc(-c2cc(C(=O)N3CCC4(CC3)OCCO4)n(-c3cccc([N+](=O)[O-])c3)n2)cc1C
  NPYLR7 ag: 6; hcGAS lum: -10; mcGAS inh: -5

8	Cn1ccn2ncc(C(=O)NCc3ccccc3Cn3cccn3)c12
  NPYLR7 ag: 3; hcGAS lum: -5; mcGAS inh: -12

9	CCCS(=O)(=O)Nc1cccc(NC(=O)Cc2ccc(C)cc2)c1C
  NPYLR7 ag: -1; hcGAS lum: -2; mcGAS inh: /

10	CCCCCCCCSc1nc2ccccc2[nH]1
  NPYLR7 ag: 1; hcGAS lum: -3; mcGAS inh: -1

11	CCCCC(CC)C(=O)N1CCN(c2cc(Oc3ccc(F)cc3F)ncn2)CC1 (centres undefined)
  NPYLR7 ag: 5; hcGAS lum: -12; mcGAS inh: -6

12	CN(Cc1c(F)cccc1Cl)S(=O)(=O)N1CCc2ccccc2C1
  NPYLR7 ag: 0; hcGAS lum: 3; mcGAS inh: /

13	Cc1nc2scc(C)n2c(=O)c1NC(=O)COc1ccc(Cl)cc1
  NPYLR7 ag: 7; hcGAS lum: -12; mcGAS inh: -8

14	Cc1cc(C(=O)N2CCN(CC(OCc3ccc(C#N)cc3)c3cccc(N4CCCC4)c3)CC2)no1 (centres undefined)
  NPYLR7 ag: 5; hcGAS lum: -9; mcGAS inh: -6

15	CCOC(=O)CSC1=NN1c1nc(N)nc(C)c1CC
  NPYLR7 ag: 20; hcGAS lum: -6; mcGAS inh: -9

16	NC(=NS(=O)(=O)Cc1ccccc1)Nc1nc2ccccc2o1
  NPYLR7 ag: 4; hcGAS lum: -7; mcGAS inh: /

17	Cc1nc(CN2CCN(C(=O)CCN3Cc4ccccc4OC(c4ccccc4F)C3)CC2)cs1 (centres undefined)
  NPYLR7 ag: 1; hcGAS lum: -7; mcGAS inh: -11

18	CS(=O)(=O)n1nc(-c2ccccc2)nc1NCc1ccco1
  NPYLR7 ag: -2; hcGAS lum: 0; mcGAS inh: /

19	Cc1ncsc1C(=O)N1CCC(=O)N(Cc2ccc(F)cc2)C(C(C)C)C1 (centres undefined)
  NPYLR7 ag: 7; hcGAS lum: -7; mcGAS inh: -17

20	CCOC(=O)c1nn(-c2ccccc2C)c(=O)cc1OS(=O)(=O)c1ccc(OC)cc1
  NPYLR7 ag: -2; hcGAS lum: -11; mcGAS inh: -6

21	Cc1cc(C)c(C)c(OC(=O)c2sc(Cl)nc2C)c1
  NPYLR7 ag: 9; hcGAS lum: 3; mcGAS inh: /

22	CC(C)c1ccc(NC(=O)CCc2nc3sc4c(c3c(=O)[nH]2)CCCC4)cc1
  NPYLR7 ag: 4; hcGAS lum: -6; mcGAS inh: -7

23	CCOc1ccc(-c2ccc3nnc(SCC)n3n2)cc1
  NPYLR7 ag: -12; hcGAS lum: -5; mcGAS inh: -8

24	CC(C)(C)c1ccc(CCC(=O)NCCn2cccc2)cc1
  NPYLR7 ag: 2; hcGAS lum: -9; mcGAS inh: /

25	COc1ccc(C2SCC(=O)N(CC(=O)NCc3cccnc3)c3c2c(C(C)(C)C)nn3-c2cccc(C)c2)cc1OC (centres undefined)
  NPYLR7 ag: 18; hcGAS lum: -4; mcGAS inh: -5

26	CN1C(=O)C[C@@H](C(=O)NC23CC4CC(CC(C4)C2)C3)[C@@H]1c1cccnc1
  NPYLR7 ag: 10; hcGAS lum: -3; mcGAS inh: /

27	CCOC(=O)c1cc(-c2cccc(NC(=O)c3ccccc3OC)c2)n(-c2ccc(F)cc2)n1
  NPYLR7 ag: 0; hcGAS lum: 3; mcGAS inh: 2

28	CCOc1ccc(S(=O)(=O)NCc2ccco2)cc1OCC
  NPYLR7 ag: 5; hcGAS lum: -3; mcGAS inh: /

29	COc1ccccc1C(C1Sc2nc(C)nn2C1=O)N(C)Cc1ccccc1 (centres undefined)
  NPYLR7 ag: 2; hcGAS lum: -6; mcGAS inh: -7

30	O=C1c2ccccc2C(=O)N1CCSc1n[nH]c(C(F)(F)F)n1
  NPYLR7 ag: -8; hcGAS lum: -8; mcGAS inh: /

31	COc1ccccc1-c1nc2ccc(Cl)cn2c1NC(C)(C)CC(C)(C)C
  NPYLR7 ag: 7&4; hcGAS lum: -1&-2; mcGAS inh: -5&-5

32	CC(C)N(Cc1nc2ccccc2c(=O)[nH]1)C(=O)c1ccccn1
  NPYLR7 ag: -8; hcGAS lum: -8; mcGAS inh: /

33	COc1ccccc1CCN(C)CC(=O)Nc1nc(C)cs1
  NPYLR7 ag: 0; hcGAS lum: -18; mcGAS inh: /

34	CCCc1nc2nc3c(cn2n1)C(=O)CCC3
  NPYLR7 ag: -3; hcGAS lum: -15; mcGAS inh: /

35	COc1ccc(C(CNc2ncnc3sc4c(c23)CCCC4)N2CCOCC2)cc1OC (centres undefined)
  NPYLR7 ag: 0; hcGAS lum: -7; mcGAS inh: /

36	COc1ccc(CC(=O)NOCc2ccc(F)c(Br)c2)cc1OC
  NPYLR7 ag: -2; hcGAS lum: -7; mcGAS inh: -16

37	Cc1cccc(NC(=O)CSc2nnc(CNC(=O)c3cc(Br)ccc3Cl)n2-c2ccccc2)c1
  NPYLR7 ag: -6; hcGAS lum: -3; mcGAS inh: /

38	CSCCC(=O)NC1CCCc2nc(-c3cccnc3)ncc21 (centres undefined)
  NPYLR7 ag: -1; hcGAS lum: -5; mcGAS inh: -9

39	CCOc1ccccc1C(=O)N1CCN(S(=O)(=O)c2cc3c4c(c2)CCC(=O)N4CCC3)CC1
  NPYLR7 ag: -2; hcGAS lum: -6; mcGAS inh: /

40	O=C(NCc1ccccn1)c1ccc(CSc2nc(Cl)cc(N3CCN(c4cccc(Cl)c4)CC3)n2)cc1
  NPYLR7 ag: 0; hcGAS lum: -5; mcGAS inh: -4

41	Clc1ccc(Cl)c(CSc2nnc(-c3cc(-c4ccccc4)nc4ccccc34)n2CC2CCCO2)c1 (centres undefined)
  NPYLR7 ag: -3; hcGAS lum: -2; mcGAS inh: -4

42	C=C(C)CSc1nnc(NC(=O)CCc2ccccc2)s1
  NPYLR7 ag: 14; hcGAS lum: -6; mcGAS inh: -7

43	Nc1nc(SCc2ccc(Cl)c(Cl)c2)[nH]c(=O)c1NC(=O)c1ccccc1
  NPYLR7 ag: -4; hcGAS lum: -5; mcGAS inh: -9

44	O=C1C[C@H]2CC[C@@H](CN1)N2C(=O)Cc1c[nH]c2ccccc12
  NPYLR7 ag: -7; hcGAS lum: 1; mcGAS inh: /

45	CNC(=O)c1cccc(CNC(=O)CC2C(=O)NCCN2Cc2ccccc2)c1 (centres undefined)
  NPYLR7 ag: -1; hcGAS lum: -2; mcGAS inh: /

46	CN1CCN2C[C@@H](NC(=O)C3(Cn4cccn4)CC3)C[C@H]2C1
  NPYLR7 ag: 3; hcGAS lum: -2&2; mcGAS inh: -3

47	CC(C)NC(=O)Cn1nc(-c2ccc(F)cc2)c2sc(N3CCCC3)nc2c1=O
  NPYLR7 ag: 3; hcGAS lum: 0; mcGAS inh: -2

48	CN(C)c1ccc(/C=c2\sc3nc4cc(Br)cnc4n3c2=O)cc1[N+](=O)[O-]
  NPYLR7 ag: -4; hcGAS lum: -5; mcGAS inh: /

49	O=C(CSc1ccc(NC(=O)c2cccc(F)c2)nn1)NCc1ccc2c(c1)OCO2
  NPYLR7 ag: 3; hcGAS lum: 2; mcGAS inh: /

50	C=CCCC(=O)N1CCc2ccccc2C1c1ccccc1F (centres undefined)
  NPYLR7 ag: 12; hcGAS lum: -11; mcGAS inh: -4

51	CCCCCN(Cc1nc(C(=O)OCC)cs1)C(=O)Nc1ccc(OC)cc1
  NPYLR7 ag: -2; hcGAS lum: -8; mcGAS inh: -5

52	COc1ccc(OCC(=O)Oc2coc(CSc3nc(C)cc(C)n3)cc2=O)cc1
  NPYLR7 ag: -12; hcGAS lum: -7; mcGAS inh: -8

53	Cc1ccccc1N1CCN(C(=O)c2ccc(OC3CCN(C(=O)C4CC4)CC3)cc2)CC1
  NPYLR7 ag: 19; hcGAS lum: -6; mcGAS inh: /

54	COc1cccc(C(=O)NCCN2CCN(c3ccc(Cl)cc3)CC2)c1
  NPYLR7 ag: 8; hcGAS lum: -3; mcGAS inh: -3

55	Cc1nc(CNc2ccc3c(c2)CCN3C(=O)OC(C)(C)C)cs1
  NPYLR7 ag: -23; hcGAS lum: -3; mcGAS inh: /

Sorted by SMILES length (lowest first): 15 of the compounds above
10	CCCCCCCCSc1nc2ccccc2[nH]1
  NPYLR7 ag: 1; hcGAS lum: -3; mcGAS inh: -1

33	COc1ccccc1CCN(C)CC(=O)Nc1nc(C)cs1
  NPYLR7 ag: 0; hcGAS lum: -18; mcGAS inh: /

24	CC(C)(C)c1ccc(CCC(=O)NCCn2cccc2)cc1
  NPYLR7 ag: 2; hcGAS lum: -9; mcGAS inh: /

18	CS(=O)(=O)n1nc(-c2ccccc2)nc1NCc1ccco1
  NPYLR7 ag: -2; hcGAS lum: 0; mcGAS inh: /

8	Cn1ccn2ncc(C(=O)NCc3ccccc3Cn3cccn3)c12
  NPYLR7 ag: 3; hcGAS lum: -5; mcGAS inh: -12

55	Cc1nc(CNc2ccc3c(c2)CCN3C(=O)OC(C)(C)C)cs1
  NPYLR7 ag: -23; hcGAS lum: -3; mcGAS inh: /

9	CCCS(=O)(=O)Nc1cccc(NC(=O)Cc2ccc(C)cc2)c1C
  NPYLR7 ag: -1; hcGAS lum: -2; mcGAS inh: /

2	CN(C)c1nc2cc3c(cc2nc1NS(=O)(=O)c1ccccc1)OCCO3
  NPYLR7 ag: 11; hcGAS lum: -1; mcGAS inh: /

45	CNC(=O)c1cccc(CNC(=O)CC2C(=O)NCCN2Cc2ccccc2)c1 (centres undefined)
  NPYLR7 ag: -1; hcGAS lum: -2; mcGAS inh: /

44	O=C1C[C@H]2CC[C@@H](CN1)N2C(=O)Cc1c[nH]c2ccccc12
  NPYLR7 ag: -7; hcGAS lum: 1; mcGAS inh: /

47	CC(C)NC(=O)Cn1nc(-c2ccc(F)cc2)c2sc(N3CCCC3)nc2c1=O
  NPYLR7 ag: 3; hcGAS lum: 0; mcGAS inh: -2

22	CC(C)c1ccc(NC(=O)CCc2nc3sc4c(c3c(=O)[nH]2)CCCC4)cc1
  NPYLR7 ag: 4; hcGAS lum: -6; mcGAS inh: -7

20	CCOC(=O)c1nn(-c2ccccc2C)c(=O)cc1OS(=O)(=O)c1ccc(OC)cc1
  NPYLR7 ag: -2; hcGAS lum: -11; mcGAS inh: -6

41	Clc1ccc(Cl)c(CSc2nnc(-c3cc(-c4ccccc4)nc4ccccc34)n2CC2CCCO2)c1 (centres undefined)
  NPYLR7 ag: -3; hcGAS lum: -2; mcGAS inh: -4

7	Cc1ccc(-c2cc(C(=O)N3CCC4(CC3)OCCO4)n(-c3cccc([N+](=O)[O-])c3)n2)cc1C
  NPYLR7 ag: 6; hcGAS lum: -10; mcGAS inh: -5
